# High-throughput results deposited in PubChem by National Center for Advancing Translational Sciences (NCATS).
# ERK EGF inh – inhibitors of EGF-stimulated ERK signaling pathway | HEK293-V1b, EGF-stimulated phospho-ERK AlphaScreen | Potency, µM (series often up to 11.5 µM), without a hit: at the highest dose activity change, negative = inhibition, actives largely listed as inhibitors | 130,000 tested, 0.41% active | AID 1454; active = well fitted inhibition curve with a large enough effect; inconclusive = small, poorly fitted or top-dose-only effect, or effect the other way;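 also: plate controls were stimulated vehicle wells for no effect and unstimulated vehicle basal for full effect; nearly all actives have a fitted effect of over 55% in size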
#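 Cell line HEK293 (stable V1b), low serum overnight. Pretreatment: compound 30 min, 37C. EGF 25 nM, 5 min. Detection: SureFire AlphaScreen, 5 h RT. AC50 via standard Hill equation.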
# Starred values were filed as active, the others as inactive; ? = inconclusive; [ ] = another dose, or the depositor's remark. Potency is read from the fitted curve at half-maximal effect.
# Sample of the layout (2 entries):
SMILES | ERK EGF inh
Oc1ccc(N=Nc2ccc3c(c2)OCCO3)c(O)c1 | ?
CC(C)NC(=O)Cn1nc(C(F)(F)F)c2c1CCC2 | 6.7%

# All compounds of this part, from the start:
SMILES | ERK EGF inh
Oc1ccc(N=Nc2ccc3c(c2)OCCO3)c(O)c1 | ?
CC(C)NC(=O)Cn1nc(C(F)(F)F)c2c1CCC2 | 6.7%
Cc1ccc(NC(=O)CSc2nc3c(c(=O)[nH]2)CN(Cc2ccc(F)cc2)CC3)cc1C | 13.6%
CCOC(=O)C/C(N)=N/N(C)c1ncc(C(F)(F)F)cc1Cl | -1.4%
CC(C)OC(=O)c1c(NS(=O)(=O)c2ccccc2)sc2c1CCCC2 | 10.2%
CCCN1CNC(=S)N(c2ccc(C(=O)OCC)cc2)C1 | 6.7%
CC(=O)Nc1ccc(OC(=O)Oc2ccc(NC(C)=O)cc2)cc1 | -5.1%[57.5 µM]
CCn1cc(C(=O)Nc2ccc(OC)c(S(=O)(=O)N3CCCCC3)c2)c(=O)c2ccc(C)nc21 | 16.8%
Cc1c(Cl)cnn1CC(=O)NC1C(=O)N2C(C(=O)O)=C(CSc3nnnn3C)CSC12 (centres undefined) | -5.2%
CCOC(=O)c1c(C)[nH]c(C)c1C(=O)COC(=O)c1ccc(O)cc1 | 3.3%
CCCC(=O)NC(c1cccs1)c1cc(Cl)c2cccnc2c1O (centres undefined) | 14.1%
CC(=O)Nc1ccc(NC(=O)C(C)OC(=O)/C=C/c2cn(-c3ccccc3)nc2-c2cccnc2)cc1 (centres undefined) | 7.9%
CC1CC1C(=O)Nc1nc(-c2cccs2)c(-c2cccs2)s1 (centres undefined) | -0.1%
CS(=O)(=O)Nc1cccc(C2=NN(C(=O)c3ccccc3Cl)C(c3ccccc3O)C2)c1 (centres undefined) | 3.7%
Cc1ccc2c(CN3CCN(S(=O)(=O)/C=C/c4ccccc4)CC3)cc(=O)oc2c1 | 3.4%
CC(C)CC1(C)N=C(c2ccccc2)C(=S)N1 (centres undefined) | -6.6%
COc1ccc(Cc2n[nH]c(=S)n2NC(=O)Nc2ccc(Cl)c(Cl)c2)cc1 | -3.0%[57.5 µM]
COc1ccc(CNC(=S)Nc2ccc(F)c(Cl)c2)cc1OC | -3.8%
COc1cccc(-n2c(=O)n(Cc3ccccc3)c(=O)c3[nH]cnc32)c1 | -7.6%[57.5 µM]
CC(C)NC(=O)NC(=O)CN1C(=O)NC(Cc2c[nH]c3ccccc23)C1=O (centres undefined) | 9.3%
c1ccc(CN=C2Nc3ccccc3CS2)nc1 | 11.9%
O=C(O)c1cc(N/N=C/c2ccc(N3CCOCC3)s2)ccc1Cl | -9.8%
O=C(c1cn(-c2ccccc2)nc1-c1cccc([N+](=O)[O-])c1)N1CCCCC1 | ?
CCOC(=O)N1CCC(NC(=O)c2cccs2)CC1 | 0.4%[57.5 µM]

# Fetched by compound from the entries so far, 2 records:
SMILES | ERK EGF inh
COc1cccc(-n2c(=O)n(Cc3ccccc3)c(=O)c3[nH]cnc32)c1 | -7.6%[57.5 µM]
CC1CC1C(=O)Nc1nc(-c2cccs2)c(-c2cccs2)s1 (centres undefined) | -0.1%

# The list continues:
SMILES | ERK EGF inh
FC(F)(F)c1ccc(Cl)c(-n2c(-c3cc(-c4ccco4)[nH]n3)n[nH]c2=S)c1 | -8.1%[57.5 µM]
NS(=O)(=O)c1ccc(N2N=C(c3ccccc3)CC2c2ccccc2)cc1 (centres undefined) | -3.7%
CC1CCC2(CC1)NC(=O)N(CC(=O)Nc1sc3c(c1C(N)=O)CCC3)C2=O (centres undefined) | 0.3%
CCCOc1ccc(C(=O)NC(=S)NNC(=O)c2c(-c3ccccc3)noc2C)cc1 | -0.3%[57.5 µM]
CC(=O)c1c(C)[nH]c(C(=O)OCC(=O)Nc2ccc(Cl)c(S(=O)(=O)N(C)C)c2)c1C | ?
FC(F)(F)c1cccc(NC(=S)NC2CCCC2)c1 | -1.4%
Cc1nc2ccccc2n1CC(=O)NCCN1CCOCC1 | 7.8%
COc1c(C(O)CC(C)C)ccc2c1C(=O)OCc1cc(C)cc(O)c1O2 (centres undefined) | 4.1%[57.5 µM]
CCOC(=O)CN1C2=NCCCN2c2ccccc21 | 15.1%
Cc1onc(-c2ccccc2)c1C(=O)N1CCN(Cc2ccc3c(c2)OCO3)CC1 | 11.8%
CCOc1ccc2[nH]cc(C(=O)NCCCN3CCOCC3)c(=O)c2c1 | -9.4%
O=C(NNc1ncnc2c1cnn2-c1ccccc1)c1cccs1 | -1.4%
CCN(CC)S(=O)(=O)c1ccc(N2CCCC2)c(C(=O)Nc2ccc(OC)c(Cl)c2)c1 | 4.2%
COC(=O)c1ccc(C(NC(=O)OCc2ccccc2)/C(F)=C/[C@@H](C)C(=O)NCCO)cc1 (some centres undefined) | 1.8%
COCCCNC(=O)c1ccc(C2SCC(=O)N2Cc2ccco2)cc1 (centres undefined) | 3.0%
CNC(=O)c1cccc2cccc(Sc3ccccc3C(=O)O)c12 | -3.7%[57.5 µM]
CCOC(=O)Cc1csc(NC(=O)Cc2ccc(Cl)cc2)n1 | -2.8%[57.5 µM]
CCOC(=O)c1ccc(N/C(=N/S(=O)(=O)c2ccccc2)c2ccccc2)cc1 | -4.8%
Cc1ccc2nc3c(c(Nc4ccccc4)c2c1)CCC3 | -5.4%[57.5 µM]
N#Cc1ccc2c(c1)nc1ccccn12 | 5.9%
CCNc1nc(NC(C)C)nc(N(n2cnnc2)S(=O)(=O)c2ccc(C)cc2)n1 | 0.1%
CC(=O)Oc1ccccc1N(C(C)=O)S(=O)(=O)c1cccc([N+](=O)[O-])c1 | -5.1%
N/C(=N\OC(=O)Cc1ccccc1[N+](=O)[O-])c1ccc(Br)cc1 | 4.7%
COC(=O)c1cc(C(=O)N2CCN(c3cccc(C)c3C)CC2)cc([N+](=O)[O-])c1 | ?
CN(C)CCCN(C(=O)CCOc1ccccc1)c1nc2ccc(F)cc2s1 | 2.2%
Cc1onc(-c2c(Cl)cccc2Cl)c1C(=O)N=C(N)N1CCCC1 | 7.1%[57.5 µM]
COc1ccc(NC(=O)Nc2ccccc2SC)cc1 | -14.0%
O=C(O)c1ccccc1OCCOc1ccccc1 | -2.8%[57.5 µM]
CCC(C)[C@H](NC(=O)[C@@H]1Cc2ccccc2CN1C(=O)OC(C)(C)C)C(=O)NCC1CCC(C(=O)O)CC1 (some centres undefined) | 2.7%[57.5 µM]
CCC1(CC)Cc2ccccc2C2=C(C(=O)N3CCCCC3)C(=O)C(=O)N21 | -7.5%
COCC(=O)N1CCC2(CC1)CN(Cc1nccs1)C2 | ?
COc1ccc(/C=C(\NC(=O)c2ccco2)C(=O)NCCc2nc3ccccc3[nH]2)cc1 | -9.2%[57.5 µM]
COc1cc(/C=C2/C(=O)NN(c3ccc(F)cc3)C2=O)cc([N+](=O)[O-])c1O | -6.2%[57.5 µM]
O=c1cc(NCc2ccccc2)nc2ccccn12 | 0.9%
COC(=O)c1ccc(-c2ccc([C@H]3[C@H]4C=CC[C@@H](C)[C@@H]4C(=O)N3Cc3ccccc3)c(F)c2)cc1 | 4.9%[57.5 µM]
O=C(NCCCO)c1ccc(CSc2nc3ccccc3c(=O)[nH]2)cc1 | 1.7%[57.5 µM]
Cc1c(Br)c(-c2n[nH]c(=S)n2Cc2ccco2)nn1C | -19.6%
Cc1ccccc1NC(=O)CCSc1nnnn1-c1ccccc1 | 4.4%
CCOC(=O)C(C)/C(C)=N/NC(=O)c1cc2ccccc2cc1O (centres undefined) | 5.2%
COc1ccccc1Nc1ccc([N+](=O)[O-])cc1N | 8.5%
Cc1cccc2c1N(CCOc1ccc(C(C)(C)C)cc1)C(=O)C2=O | 2.2%
O=C(CNC(=O)c1ccc(N2C(=O)c3ccccc3C2=O)cc1)OCC(=O)c1ccc(Cl)cc1 | 4.3%
COc1ccc(CN(Cc2ccc(C(=O)O)cc2)C(=S)Nc2cccc(C)c2)cc1OC | -2.9%[57.5 µM]
CCOc1ccc(NC2=CC(=O)CC(c3ccco3)C2)cc1 (centres undefined) | -5.2%
Clc1ccccc1CN(Cc1ccco1)Cc1nnnn1C1CCCC1 | 20.6%
COc1ccc(S(=O)(=O)N2c3cc(Cl)ccc3Oc3nc4ccccc4nc32)cc1 | 8.9%
COc1cccc(/C=C/C(=O)OCC(=O)NCc2ccco2)c1OC | 4.0%
O=C(CN1CCCCC1)Nc1scc2c1c(=O)oc1ccccc12 | 0.6%[57.5 µM]
CCN(CC)S(=O)(=O)c1cccc(C(=O)NC(C)C(c2cccs2)N2CCCC2)c1 (centres undefined) | 3.0%
O=C(c1ccc2c3c(cccc13)CC2)C1CCCN(Cc2ccncc2)C1 (centres undefined) | 0.0%
O=C1CCCC1C(=O)Nc1ccc2ccccc2c1 (centres undefined) | -0.9%[57.5 µM]
CCCN1CCN(CCCNC(=S)Nc2ccc3nc(N4CCN(CC)CC4)cc(C)c3c2)CC1 | -3.4%
Cc1sc2nc(-c3cccnc3)[nH]c(=O)c2c1-c1ccccc1 | -0.2%
O=C(Cn1c2ccccc2c(=O)c2ccccc21)N/N=C/c1cc([N+](=O)[O-])ccc1N1CCCCC1 | 24.0%
O=C(c1ccccc1-c1nc(-c2ccccc2Cl)no1)N1CCOCC1 | -1.9%[57.5 µM]
CCN1CC(=O)Nc2cc(S(=O)(=O)N3CCOCC3)ccc21 | -10.4%[57.5 µM]
O=C(Nc1ccccc1N1CCN(c2ccccc2)CC1)c1ccccc1 | 1.0%
Nc1sc2c(c1C(=O)NCCc1ccccc1)CCC2 | -4.9%
COc1ccc(-c2nnc(SCC(=O)NC3CCCc4ccccc43)n2N)cc1 (centres undefined) | -2.3%
O=C(NCc1nc2ccccc2[nH]1)c1ccc(S(=O)(=O)N2CCCC2)cc1 | 7.0%

# Next part
SMILES | ERK EGF inh
COc1ccc(CNC(=O)CCSCc2cccc(Cl)c2)cc1 | 5.9%
COc1cccc(N(C(=O)c2ccn[nH]2)C2(C(=O)Nc3c(C)cccc3C)CCCCC2)c1 | -0.4%
Cn1cc(S(=O)(=O)NCC2CCCO2)c(=O)n(C)c1=O (centres undefined) | -9.9%[57.5 µM]
CCOC(=O)c1c(NC(C)=O)sc2c(OCC(O)CNC(C)(C)C)c(Br)ccc12 (centres undefined) | -11.4%
O=C(CNCc1ccncc1)Nc1cc(S(=O)(=O)N2CCCCC2)ccc1Cl | 1.7%
CCCn1c(C)nc2c(NC(C)CN(C)C)nc(C)nc21 (centres undefined) | -2.8%
O=C(NCCc1ccccc1)C1CCC(Cn2c(=O)c3ccccc3n(Cc3cccc(F)c3)c2=O)CC1 (centres undefined) | -0.4%
O=[N+]([O-])c1ccc(/C=C/c2ccc3ccccc3n2)cc1 | ?
CCCCNc1nc(NC)nc(Cl)c1SC | -7.5%
CCCn1c(SCC(=O)c2ccc3c(c2)NC(=O)CO3)nc2ccccc21 | -3.1%
O=C(Nc1ccccc1)N1N=C(c2ccc(F)cc2)CC1c1ccc(F)cc1 (centres undefined) | 4.1%
CCNS(=O)(=O)c1ccc(C)c(-n2cnnn2)c1C | 10.6%
CC(=O)Nc1ccc(/C=C2/Sc3ccccc3C2=O)cc1 | -9.7%
CC(C)(C)NC(=O)c1cccnc1Sc1ccccc1 | -1.3%
CC1=C(C(=O)N(C)C)C(c2cccs2)NC(=O)N1 (centres undefined) | 6.3%
COc1ccc2c(C(=O)CCl)c[nH]c2c1 | 2.9%[57.5 µM]
Oc1c(Cl)cc(Cl)cc1C1=NNC(c2ccc(Cl)cc2)C1 (centres undefined) | 6.1%
COc1ccc(-c2[nH]ncc2CN2CCN(Cc3cccs3)CC2)c(F)c1 | -5.8%
COc1ccccc1N1CCN(/N=C/C=C\c2ccccc2[N+](=O)[O-])CC1 | 25.1µM*
CC(N=C1NC(C)(C)Cc2ccccc21)C(=O)O (centres undefined) | -8.3%[57.5 µM]
COCCNC(=S)Nc1ccc2nc(N3CCCC3)cc(C)c2c1 | 2.4%
CCCCNCc1ccc(OCc2ccc(Cl)nc2)c(OC)c1 | -10.0%[57.5 µM]
CCCCCCCCCC(=O)N1c2ccccc2NC(=O)C1CC(=O)Nc1ccc(C(=O)O)cc1 (centres undefined) | 7.4%[57.5 µM]
CC1NC(=O)N(C)[C@@H]2NC(=O)N(C)C(c3ccc([N+](=O)[O-])cc3)[C@@H]12 (some centres undefined) | -7.4%[57.5 µM]
COc1ccccc1-c1csc(NC(=O)c2ccc(N3C(=O)CCC3=O)cc2)n1 | 28.2µM*
O=C(Nc1ccccc1C(=O)N1CCOCC1)c1ccc(Cl)cc1 | -4.0%
C/C(CC(=O)Nc1ccc(F)cc1)=N\NC(=O)c1ccccn1 | -1.9%[57.5 µM]
O=C(N/N=C/c1ccc(Cl)c([N+](=O)[O-])c1)c1cnccn1 | 8.0%
S=C(NCCc1ccccc1)N1CCc2ccccc2C1 | -10.3%
C/C=C/c1ccc(OCCOCCOc2cccc3cccnc23)c(OC)c1 | 6.6%
Cc1nc(NC(=O)C2CC2)sc1C | 9.0%
CC(C)COC(=O)c1ccccc1OC(=O)c1ccncc1 | -6.3%
CSc1ccc(CN(C)C(C)C(=O)NCc2ccccc2)cc1 (centres undefined) | -1.8%

# Arranged by number of heavy atoms (largest number first): part of the list above
SMILES | ERK EGF inh
CSc1ccc(CN(C)C(C)C(=O)NCc2ccccc2)cc1 (centres undefined) | -1.8%
S=C(NCCc1ccccc1)N1CCc2ccccc2C1 | -10.3%
Cc1nc(NC(=O)C2CC2)sc1C | 9.0%

# These rows are one share of the data. The share of hits here may be higher or lower than overall.
